Compound activity (PubChem)
GSK3 alpha inh: blockers of GSK3A enzyme activity – biochemical, luminescence, cell-free homogeneous, HTS, primary screen. Glycogen synthase kinase-3 alpha (Homo sapiens), P49840. GSK-3 alpha kinase, ADP-Glo luminescence, 60 min. inhibition, % at 10 µM. 320,000 compounds, 0.1% hits;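 in the data active = inhibition above about 50%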;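 also: GST-tagged GSK-3 alpha with peptide substrate and 25 µM ATP; 0% = DMSO neutral wells and 100% = GW8510 positive control wells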
Target sequence (P49840 whole entry, looked up): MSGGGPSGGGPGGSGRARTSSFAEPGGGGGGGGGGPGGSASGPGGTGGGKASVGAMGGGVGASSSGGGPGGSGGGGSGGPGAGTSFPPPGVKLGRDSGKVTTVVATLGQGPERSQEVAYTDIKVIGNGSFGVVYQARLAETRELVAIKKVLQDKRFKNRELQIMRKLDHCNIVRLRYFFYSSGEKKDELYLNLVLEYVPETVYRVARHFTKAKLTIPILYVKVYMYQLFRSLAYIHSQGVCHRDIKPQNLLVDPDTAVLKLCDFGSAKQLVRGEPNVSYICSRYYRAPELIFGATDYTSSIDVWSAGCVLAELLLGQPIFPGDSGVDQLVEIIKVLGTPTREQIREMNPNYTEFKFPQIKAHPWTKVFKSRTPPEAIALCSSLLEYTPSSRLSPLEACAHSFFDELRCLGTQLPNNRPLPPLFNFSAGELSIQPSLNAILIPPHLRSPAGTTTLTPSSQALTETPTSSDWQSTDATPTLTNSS
PolyA inh: polyadenylation inhibitors in yeast reporter cells, primary screen, luminescence, S. cerevisiae. S. cerevisiae SKY197-pL101 polyadenylation reporter, beta-gal luminescence; efflux-impaired pdr1/pdr3 knockout yeast; score 100 = 6 SD above DMSO. calls only at 12 µM. 300,000 compounds, 0.02% hits. AID 1875, 2009;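 active = lowest replicate activity score at least 50, where 100 means six control SD above control mean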;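 also: yeast exposed to compound for 9 h at 30 °C; higher score means more reporter readthrough which indicates perturbed polyadenylation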
HSF1 activator: HSF-1 activators, primary screen, NIH3T3-HGL cells, MG132 stress, luminescence, single point | 300,000 compounds, 1.7% hits | activation, % at 9 µM | AID 504408, 2011 | NIH3T3-HGL HSF-1 luciferase reporter, 8 h; 100% = twice DMSO control signal;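 active = mean replicate activation of at least 50% with a set share of replicates each reaching 50%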;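 also: 0% = median of the neutral control wells and 100% = twice that signal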
aSyn UTR inh: MLPCN primary screen, SNCA 5' untranslated region; inhibition, % (tested at 7.5 µM); AID 1813, 2009; alpha-synuclein 5'UTR reporter, inhibitor activity; 300,000 compounds, 0.82% hits; in the data active = inhibition above about 60%;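 also: H4 neuroglioblastoma cells stably carrying SNCA 5'UTR luciferase fusion; 0% = DMSO wells and 100% = positive control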
AI-2 QS modul: Vibrio harveyi AI-2 quorum sensing modulators, primary screen, JMH597 strain, luminescence/OD600 ratio. Vibrio harveyi JMH597 AI-2 luminescence/OD600 ratio, 9 h; active compounds read low; strain lacks LuxN and CqsS sensors; 0 = neutral-control median. activity change, % at 7.5 µM. 300,000 compounds, 0.4% hits; in the data active = activity change below about -75%, passing the limit was not always enough;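 also: luminescence divided by OD600 gain over 9 h not by final OD600 alone; inactives centre near 13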
HSP90 refold inh: HSP90 inhibitors, primary screen, cell lysate, luminescence | Heat shock protein HSP 90 (rabbit reticulocyte lysate; luciferase refolding) | Rabbit reticulocyte lysate, luciferase refolding luminescence, 3 h | inhibition, % at 5.6 µM | 290,000 compounds, 0.91% hits | AID 1789, 2009;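 active = inhibition above the screen-wide mean plus 3 SD, computed separately per campaign, cut at about 16% in these data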;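 also: 0% = DMSO wells and 100% = 60 µM geldanamycin wells; inhibitors lower the luminescence because luciferase stays unfolded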
GSK3beta inhib: human GSK3beta kinase inhibitors, primary screen, biochemical, cell-free homogeneous, HTS; Glycogen synthase kinase-3 beta (Homo sapiens), P49841; GST-GSK3beta kinase, ADP-Glo luminescence, 60 min; active compounds read low; activity score (negative = inhibition), % at 10 µM; 300,000 compounds, 0.038% hits; AID 2097, 2009;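 active = more than half of replicate wells score below -50%, meaning over 50% inhibition versus plate controls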;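 also: 0% = median DMSO wells and -100% = median GW8510 positive control wells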
Target sequence (P49841 whole entry, looked up): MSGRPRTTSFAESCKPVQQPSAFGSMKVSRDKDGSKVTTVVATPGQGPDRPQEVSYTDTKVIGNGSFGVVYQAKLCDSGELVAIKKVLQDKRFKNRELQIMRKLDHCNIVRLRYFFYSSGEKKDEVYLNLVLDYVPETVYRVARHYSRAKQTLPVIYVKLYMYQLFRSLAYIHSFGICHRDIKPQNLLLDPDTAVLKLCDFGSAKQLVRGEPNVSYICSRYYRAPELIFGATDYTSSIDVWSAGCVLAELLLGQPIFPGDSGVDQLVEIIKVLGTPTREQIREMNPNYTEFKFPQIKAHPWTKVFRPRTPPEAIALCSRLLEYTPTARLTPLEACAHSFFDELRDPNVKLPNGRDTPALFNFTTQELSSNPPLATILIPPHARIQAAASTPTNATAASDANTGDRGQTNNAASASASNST
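Test system – GST-tagged human GSK3beta kinase, cell-free · Incubation – 60 min enzyme reaction, room temperature · Signal – ADP-Glo luminescence · Also added – peptide substrate and ATP at 25 µM · Controls – DMSO neutral wells and GW8510 at 20 µM as positive · Buffer or medium – Tris/MgCl2 kinase buffer · Measure – Luminescence-derived activity versus plate DMSO and GW8510 wells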
HSF1 inh: HSF1 inhibitors in luciferase reporter cells, primary screen, cell-based, NIH3T3, luminescence. activity change, negative = inhibition, % at 7.5 µM (by protocol). NIH3T3-HGL HSE-luciferase, MG132-induced, luminescence 8 h; active compounds read low. 300,000 compounds, 0.77% hits;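 active = more than half of replicate wells show activity change below -50%, luminescence cut by over half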;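 also: luciferase reports HSF-1 transcriptional activity via heat shock element; 0% = median of DMSO wells and -100% = zero luminescence signal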
IEC-6 cytotox: cytotoxicity in IEC-6 intestinal epithelial cells, primary screen, cytotoxicity control for KLF5 inhibitor project, cell-based, luminescence | IEC-6 cytotoxicity, luminescence viability | inhibition, % at 5 µM | 290,000 compounds, 0.78% hits | AID 1825, 2009; in the data active = inhibition above about 22%;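 also: 0% = plate median of test compound wells and 100% = cytotoxic reference compound wells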
KLF5 inhibitor: KLF5 expression inhibitors, primary screen, DLD-1 cells, luminescence | AID 1700, 2009 | 290,000 compounds, 0.23% hits | inhibition, % at 5 µM | DLD-1 KLF5 promoter-luciferase reporter;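 active = inhibition above a per-plate limit of that plate's mean compound inhibition plus 3 SD, cut at about 60% in these data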;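 also: 0% = DMSO wells and 100% = LY294002 at 200 µM; higher means less KLF5 promoter-driven luciferase light; inactives centre near -14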
An asterisk follows results filed as active; i = inactive; / = not tested or not shown. This is a subset, so the mix of outcomes need not match the whole.

SMILES | GSK3 alpha inh | PolyA inh | HSF1 activator | aSyn UTR inh | AI-2 QS modul | HSP90 refold inh | GSK3beta inhib | HSF1 inh | IEC-6 cytotox | KLF5 inhibitor
CCOC(=O)C1(CCCCCCOc2ccc(Cl)cc2)CO1 (stereo unspecified) | -2 | i | -9 | 4 | 3 | 6 | -2 | -6 | 4 | -7
Cc1ccc(NS(=O)(=O)c2ccc(C(=O)N3CCC3)cc2)cc1 | 0 | i | -7 | -11 | 16 | / | 0 | -4 | / | /
Cc1nc2ccccc2c(=O)n1-c1ccc(F)c(NS(=O)(=O)c2ccccc2F)c1 | -3 | i | -3 | 11 | 19 | / | 4 | 3 | / | /
NS(=O)(=O)c1ccc(CCNC(=O)CSc2nc3ccccc3c(=O)n2CC2CCCO2)cc1 (stereo unspecified) | 0 | i | 2 | 22 | 23 | -3 | -1 | 0 | 2 | -19
COc1cccc(C2CC(C(F)(F)F)n3nc(C(=O)Nc4c(C)n(C)n(-c5ccccc5)c4=O)cc3N2)c1 (stereo unspecified) | -9 | i | -4 | -2 | 24 | 3 | 0 | 4 | 1 | -5
CCS(=O)(=O)N1CCN(C(=O)c2ccccc2[N+](=O)[O-])CC1 | 6 | i | -5 | 17 | 20 | -2 | 3 | -5 | -2 | -15
CC(C)C[C@H](NC(=O)N1CC(=O)Nc2ccccc21)C(=O)N[C@H](Cc1ccccc1)C(=O)O | 0 | i | -9 | -5 | 13 | -4 | 5 | -1 | 1 | -11
COc1ccc(C2=C/C(=C/c3cccnc3)C(=O)O2)cc1OC | / | i | 20 | 1 | 13 | -5 | 3 | -1 | 0 | -6
O=C(CSc1ccc(Cl)cc1)NC1CCCC1 | 5 | i | 38 | -25 | 10 | 1 | 1 | 23 | -1 | -43
CCOC(=O)c1cccc(NC(=O)CSc2nc3ccccc3c(=O)n2CCOC)c1 | 4 | / | / | / | / | 0 | / | / | 1 | -3
O=C(c1ccc(S(=O)(=O)N2CCOCC2)cc1)N1CCN(c2ccccc2F)CC1 | 1 | i | -17 | 12 | 12 | -3 | -1 | -14 | 1 | -39
Cc1cccc(C(=O)Nc2ccc(C(=O)N/N=C/c3ccc4c(c3)OCO4)cc2)c1 | -1 | i | 5 | 26 | 37 | -4 | 9 | 3 | 1 | 26
O=C(/C=C/c1c(F)cccc1Cl)N1CCOCC1 | -2 | i | 13 | -48 | 27 | 1 | 1 | 2 | -1 | -71
Cc1cccc(NC(=O)C2CCC(CNC(=O)[C@@H]3Cc4ccccc4CN3)CC2)c1 (stereo partly specified) | -8 | i | -19 | 36 | 33 | 0 | 0 | 1 | -5 | -15
CN1CCN(C(=O)c2ccc(S(=O)(=O)c3ccc(Br)cc3)cc2)CC1 | 2 | i | -2 | -10 | 15 | -3 | 1 | 2 | -4 | -3
Cc1ccc(OCCCCNC(C)c2ccccc2)c(C)c1 (stereo unspecified) | 0 | i | 6 | 6 | 13 | -6 | -4 | 4 | -4 | -28
Cc1cccn2c(=O)nc(SCC(=O)NCc3ccccc3)nc12 | -2 | i | 0 | -12 | 10 | / | -4 | -5 | / | /
O=C(Nc1ccnn1C1CCN(Cc2ccc(CO)o2)CC1)c1ccccc1Cl | -1 | i | 13 | -3 | 8 | 4 | 3 | -1 | -4 | -16
CCOC(=O)Cc1nnc(NC(=O)CSc2ccc(C)cc2)s1 | -4 | i | 28 | 11 | 26 | 2 | 2 | -4 | -1 | 6
COc1ccc(OC)c(S(=O)(=O)NCC(c2ccco2)N2CCc3ccccc3C2)c1 (stereo unspecified) | 1 | i | -10 | 4 | -3 | / | -10 | 0 | / | /
O=C(O)c1cc(NC(=O)c2cccc(C(=O)Nc3cc(C(=O)O)cc(C(=O)O)c3)c2)cc(C(=O)O)c1 | 0 | i | -10 | 17 | 13 | 2 | 1 | -1 | -10 | -38
CCCc1cc(C(=O)N2CCCC(N3CCN(c4ccccc4F)CC3)C2)n(C)n1 (stereo unspecified) | -3 | i | -6 | 13 | 19 | 1 | 4 | -2 | -2 | -43
Nc1ccc(-c2ccc(N)c(C(=O)O)c2)cc1C(=O)O | -3 | i | -3 | -10 | 16 | 14 | 12 | -7 | -17 | -15
O=C(c1cc2ccccc2oc1=O)N(Cc1ccco1)C1CCS(=O)(=O)C1 (stereo unspecified) | 0 | i | 29 | -97 | 7 | 2 | 1 | 29 | 3 | -67
O=C(NCc1ccccc1)N1CCOc2ccccc21 | 0 | i | -10 | 5 | 19 | -2 | -1 | -1 | -1 | -35

Part of the list above in order of formula weight, descending:
SMILES | GSK3 alpha inh | PolyA inh | HSF1 activator | aSyn UTR inh | AI-2 QS modul | HSP90 refold inh | GSK3beta inhib | HSF1 inh | IEC-6 cytotox | KLF5 inhibitor
O=C(c1ccc(S(=O)(=O)N2CCOCC2)cc1)N1CCN(c2ccccc2F)CC1 | 1 | i | -17 | 12 | 12 | -3 | -1 | -14 | 1 | -39
Cc1nc2ccccc2c(=O)n1-c1ccc(F)c(NS(=O)(=O)c2ccccc2F)c1 | -3 | i | -3 | 11 | 19 | / | 4 | 3 | / | /
O=C(Nc1ccnn1C1CCN(Cc2ccc(CO)o2)CC1)c1ccccc1Cl | -1 | i | 13 | -3 | 8 | 4 | 3 | -1 | -4 | -16
Cc1cccc(NC(=O)C2CCC(CNC(=O)[C@@H]3Cc4ccccc4CN3)CC2)c1 (stereo partly specified) | -8 | i | -19 | 36 | 33 | 0 | 0 | 1 | -5 | -15
Cc1cccc(C(=O)Nc2ccc(C(=O)N/N=C/c3ccc4c(c3)OCO4)cc2)c1 | -1 | i | 5 | 26 | 37 | -4 | 9 | 3 | 1 | 26
O=C(c1cc2ccccc2oc1=O)N(Cc1ccco1)C1CCS(=O)(=O)C1 (stereo unspecified) | 0 | i | 29 | -97 | 7 | 2 | 1 | 29 | 3 | -67
CCS(=O)(=O)N1CCN(C(=O)c2ccccc2[N+](=O)[O-])CC1 | 6 | i | -5 | 17 | 20 | -2 | 3 | -5 | -2 | -15
Cc1ccc(OCCCCNC(C)c2ccccc2)c(C)c1 (stereo unspecified) | 0 | i | 6 | 6 | 13 | -6 | -4 | 4 | -4 | -28
O=C(/C=C/c1c(F)cccc1Cl)N1CCOCC1 | -2 | i | 13 | -48 | 27 | 1 | 1 | 2 | -1 | -71

More records:
SMILES | GSK3 alpha inh | PolyA inh | HSF1 activator | aSyn UTR inh | AI-2 QS modul | HSP90 refold inh | GSK3beta inhib | HSF1 inh | IEC-6 cytotox | KLF5 inhibitor
CCOc1cccc(CN2CCCC(CCC(=O)NCc3ccccc3F)C2)c1O (stereo unspecified) | -1 | i | 21 | 11 | 40 | -2 | 1 | 1 | -5 | -29
COc1ccccc1OCc1nc(C#N)c(N2CCC(C(N)=O)CC2)o1 | 1 | i | 2 | 16 | 16 | -1 | 0 | 0 | 3 | 7
CN(C(=O)COc1ccccc1)c1nnc(-c2ccncc2)s1 | 1 | i | -20 | -7 | 13 | 1 | 0 | -1 | -2 | -10
CC(C)Cc1ccc(C(C)C(=O)Nc2cccnc2)cc1 (stereo unspecified) | -1 | i | -3 | -16 | 16 | 6 | 0 | -7 | 6 | 2
COc1cc(C(C)=O)ccc1OCC(O)CN(CCO)Cc1ccccc1 (stereo unspecified) | -3 | i | 10 | -8 | 21 | 0 | 4 | 2 | -2 | -15
CC(=O)Nc1ccccc1OCC(=O)NCC(F)(F)F | 7 | i | -5 | -1 | 11 | 1 | 1 | -3 | -7 | -4
C/C=C/c1ccc(OCC(=O)Nc2ccc(C(N)=O)cc2)c(OC)c1 | 0 | i | -1 | -19 | 19 | 1 | 2 | -4 | -3 | -21
COc1ccc(S(=O)(=O)Cc2ccc(C(=O)N3CC(C)CC(C)C3)o2)cc1 (stereo unspecified) | / | i | 6 | 9 | 16 | -4 | 2 | -5 | 2 | -39
Cc1ccc2[nH]c(=O)c(CN(CCO)Cc3nnnn3CCc3ccccc3)cc2c1 | 0 | i | 26 | -2 | 33 | 1 | 2 | 10 | 0 | 3
COCCNC(=O)CCN1N=C(c2ccccc2)CCC1=O | 0 | i | 0 | -18 | 13 | 6 | 6 | 3 | 4 | -34
COc1ccc(C(=O)NC(=S)Nc2nc(-c3ccc(OC)c(Br)c3)cs2)cc1Br | -10 | i | -11 | -50 | 36 | -2 | 1 | -5 | 3 | 3
CC(=O)Nc1ccc(SCc2ncc(-c3ccccc3)o2)cc1 | 3 | i | 36 | -130 | -63 | -6 | -1 | 26 | -4 | -160
N#Cc1ccc(OS(=O)(=O)c2ccc(-c3ccon3)s2)cc1 | 1 | i | -12 | 13 | -50 | 1 | 0 | -5 | 2 | -8
O=C(CSc1cccc2cccnc12)N/N=C/c1cccc(O)c1 | 4 | i | -12 | 14 | 5 | 4 | -1 | 0 | 3 | -12
CCOC(=O)C1=C(C)N(CCC(=O)O)C(=O)NC1c1ccccc1Cl (stereo unspecified) | -1 | i | -82 | -26 | 7 | / | 0 | -77* | / | /
CC/C(Cc1ccccc1)=N/NC(=O)CCn1nnc2ccccc21 | -1 | i | -9 | 6 | 3 | 3 | 0 | 6 | 3 | 10
COCCN(CC1CCCN(C2Cc3ccccc3C2)C1)C(=O)CCC(F)(F)F (stereo unspecified) | -8 | i | -2 | 11 | 10 | 0 | 2 | -3 | -4 | -8
O=C(CNC(=O)c1ccc(F)cc1)c1ccccc1 | 0 | i | 33 | -128 | 5 | 8 | -2 | 15 | -8 | -182
Cn1c(/C(C#N)=C(\O)c2ccc(Br)s2)nc2ccccc21 | -1 | i | 24 | -72 | 2 | 0 | -1 | -1 | 15 | -2
CCCCCOC(=O)Cn1c(=O)oc2ccccc21 | 3 | i | -6 | -1 | 20 | 4 | 3 | 1 | 7 | -7
CCOc1cc(/C=N/NC(=O)c2cccnc2)ccc1O | 4 | i | 34 | 3 | 15 | 3 | -2 | 8 | 3 | -4
COc1cccc(-n2nc3c(=O)n(Cc4ccccc4Cl)nc(C)c3c2C)c1 | 1 | i | 1 | 33 | 0 | -3 | 2 | -5 | 5 | -1
Cc1ccc2c(CN3CCN(Cc4ccccc4)CC3)cc(=O)oc2c1 | -3 | i | 8 | -2 | 22 | -1 | -4 | -1 | -3 | 20
